CHT block: inhibitors of human choline transporter CHT | hit rate 0.86% among 310,000 | High affinity choline transporter 1 (Homo sapiens), Q9GZV3 | CHT-expressing cells, membrane potential dye, choline response; stronger effect = lower value | B-score at 10 µM | AID 488975, 2010;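 active = B-score over 3 SD under the library average, and starting fluorescence ratio not unusually high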;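 note: choline stimulus applied at its EC90 after an EC20 pre-addition; B-score computed on integrated fluorescence ratio after choline addition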
Target sequence (Q9GZV3 whole entry, looked up): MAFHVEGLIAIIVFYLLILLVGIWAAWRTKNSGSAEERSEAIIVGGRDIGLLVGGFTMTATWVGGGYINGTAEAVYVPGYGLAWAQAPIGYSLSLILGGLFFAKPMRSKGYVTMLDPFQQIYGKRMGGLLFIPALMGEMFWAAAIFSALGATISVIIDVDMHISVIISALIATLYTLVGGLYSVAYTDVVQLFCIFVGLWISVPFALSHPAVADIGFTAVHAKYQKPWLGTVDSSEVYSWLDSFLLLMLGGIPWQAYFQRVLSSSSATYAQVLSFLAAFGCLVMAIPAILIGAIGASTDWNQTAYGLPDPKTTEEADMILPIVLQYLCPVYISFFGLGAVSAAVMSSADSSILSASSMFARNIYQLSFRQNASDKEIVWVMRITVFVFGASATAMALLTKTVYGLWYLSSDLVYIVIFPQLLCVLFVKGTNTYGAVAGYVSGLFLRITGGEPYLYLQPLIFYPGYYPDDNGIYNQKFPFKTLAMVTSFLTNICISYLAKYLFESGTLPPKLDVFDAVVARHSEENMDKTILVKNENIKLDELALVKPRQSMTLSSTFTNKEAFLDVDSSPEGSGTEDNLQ
CHT allo act: CHT positive allosteric modulators, primary screen, cell-based, membrane potential dye, choline EC20; CHT-expressing cells; stronger effect = higher value; LV-AA mutant CHT in HEK293 cells; AID 488977, 2010; High affinity choline transporter 1 (Homo sapiens), Q9GZV3; B-score at 10 µM; hit rate 0.49% among 310,000;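 active = initial fluorescence not abnormally high and integrated response B-score, plate-corrected, over 3 SD above library mean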
Calls only; i = inactive.

SMILES	CHT block	CHT allo act
O=C(NC(=S)Nc1cccc2cc(O)ccc12)c1ccccc1Br	i	i
Cc1cccc(C)c1NC(=O)CN(C)C(=O)c1cccc(NS(=O)(=O)c2ccccc2)c1	i	i
C=CCOC(=O)C(C#N)c1nc2ccccc2nc1N1CCN(c2ccccc2OCC)CC1 (stereo not given)	i	i
CC(=O)C[C@H]1c2ccccc2S(=O)(=O)N1c1ccccc1	i	i
OC(CC#CCN1CCCC1)(c1ccccc1)c1ccccc1	i	i
O=c1c(-c2c(O)cc(O)c3c(=O)cc(-c4ccc(O)cc4)oc23)c(-c2ccc(O)cc2)oc2cc(O)cc(O)c12	i	i
O=C(C1CCN(S(=O)(=O)N2CCC3(CC2)OCCO3)CC1)N1CCc2ccccc2C1	i	i
O=C(N/N=C/c1cccs1)c1cc(-c2cccc3ccccc23)n[nH]1	i	i
CCOC(=O)N1CCC(=NNS(=O)(=O)c2cccc([N+](=O)[O-])c2)CC1	i	i
CCOC(=O)N1CCC(n2c(SCC(=O)N3CCC(C)CC3)nc3ccccc3c2=O)CC1	i	i
CCN(CC)Cc1c(O)c(Cl)cc2c(C)c(C)c(=O)oc12	i	i
O=C(CSc1nnc(CNC(=O)c2ccccc2F)o1)NCCc1ccccc1	i	i
CN(C)S(=O)(=O)c1cc(NC(=O)COC(=O)/C=C/c2ccco2)ccc1Cl	i	i
COc1cccc(/C=C2\SC(=S)N(C(C(=O)O)c3ccccc3)C2=O)c1OC (stereo not given)	i	i
CCc1c(O)nc(SCC(=O)Nc2ccccc2OC)n(-c2ccccc2C)c1=O	i	i
CC1CC/C(=N/Nc2ccccc2)C(=O)N1 (stereo not given)	i	i
Cc1ccc(S(=O)(=O)N2[C@@H](c3cccc(Cl)c3)C(C(=O)O)=CC[C@H]2c2ccc(C(C)C)cc2)cc1	i	i
Cc1ccc(S(=O)(=O)N2CCN(C(=O)c3c(-c4ccccc4)noc3C)CC2)cc1C	i	i
Cc1cccn2c(=O)c(C=O)c(N3CCN(c4ccccc4)CC3)nc12	i	i
Cc1cc(Cl)ccc1OCCCC(N)=O	i	i
O=c1cc(N2CCOCC2)cnn1-c1ccccc1	i	i
CCCCC1=CC2=CC(=O)C(C)(OC(=O)CC)C(=O)C2=CN1CCCCO (stereo not given)	i	i
NS(=O)(=O)c1ccc(CCNC(=O)C(=O)NCC2OCCN2C(=O)c2ccc3c(c2)OCO3)cc1 (stereo not given)	i	i
Cc1c(/C=N/NC(=O)c2ccccc2O)c2ccccn2c1C(=O)c1ccc(F)cc1	i	i
Cc1csc(NC(=O)CN2CCCCCC2)n1	i	i
CC#CCN1c2ccccc2[C@]23C[C@@H](C(=O)OC)N(C(=O)c4cc(C)oc4C)C2=NC(C(=O)OC)=C(C(=O)OC)[C@H]13	i	i
CCOc1ccc(OCCSc2nnnn2C2CCCCC2)cc1	i	i
Cc1ccc(S(=O)(=O)NCCC(=O)Nc2ccc(Cl)c(Cl)c2)cc1	i	i
C=C(C)CSc1nncn1/N=C/c1ccc(OC)cc1	i	i
CC(NC(=O)COc1ccc(/C=N/NC(=O)C(=O)Nc2ccccc2Br)cc1)c1ccccc1 (stereo not given)	i	i
COc1cc(OC)cc(C(=O)N2CCN(C3CCCCC3)CC2)c1	i	i
Cn1c(NCc2ccccc2)cc(=O)n(C)c1=O	i	i
COc1cc(/C=C2\CC(C(C)(C)C)C/C(=C\c3cc(OC)c(OC)c(OC)c3)C2=O)cc(OC)c1OC (stereo not given)	i	i
COc1ccc(NC(=O)CS(=O)c2ccc(F)cc2)cc1 (stereo not given)	i	i
CN1CCN(S(=O)(=O)c2cccc(C(=O)N(Cc3nnc(-c4ccc(Cl)cc4)o3)C3CC3)c2)CC1	i	i
Cc1cccc(OCC(=O)N(Cc2ccco2)C2CCS(=O)(=O)C2)c1 (stereo not given)	i	i
O=C(c1ccco1)N1CCN(c2ccc(Cl)c(Cl)c2)CC1	i	i
Nc1nc(C(=O)N2CCOCC2)nn1C(=O)c1ccc(Cl)cc1	i	i
CN(CC(=O)Nc1ccncc1)S(=O)(=O)c1ccc(Br)cc1	i	i
COc1ccc(NC(=O)CN(C)S(=O)(=O)c2ccc3c(c2)c(=O)n(C)c(=O)n3C)cc1	i	i
COc1ccc(O)c(C2=Nc3ccccc3N=C(c3ccco3)C2)c1	i	i
COc1cc(=O)[nH]c(=O)n1CC(=O)c1ccccc1	i	i
BrC(/C=N/N1CCN(Cc2ccccc2)CC1)=C/c1ccccc1	i	i
Cc1ccccc1NC(=O)c1ccc(OCC(=O)Nc2ccccc2F)cc1	i	i
COc1ccc(CCNc2ncccc2C#N)cc1OC	i	i

Reprinted at random: three entries already listed
SMILES	CHT block	CHT allo act
Cc1cccc(OCC(=O)N(Cc2ccco2)C2CCS(=O)(=O)C2)c1 (stereo not given)	i	i
COc1cc(=O)[nH]c(=O)n1CC(=O)c1ccccc1	i	i
COc1cc(OC)cc(C(=O)N2CCN(C3CCCCC3)CC2)c1	i	i

The results go on:
SMILES	CHT block	CHT allo act
Cc1cc2c(cc1S(=O)(=O)N1CCCC1)n(C)c(=O)c(=O)n2C	i	i
COc1cc(C(C)=O)ccc1OCCCOc1cccc2cccnc12	i	i
CCOC(=O)C1(C)/C(=N/Nc2ccc(Cl)cc2)C(=O)C(=O)N1c1ccccc1 (stereo not given)	i	i
CCOC(=O)CSc1nc(-c2ccccc2)nc2ccc(C)cc12	i	i
COc1ccc(-c2cc(C(F)(F)F)n3nc(C(=O)NCCCN4CCOCC4)cc3n2)cc1	i	i
Cc1ccc(OCc2nnc(SCC(=O)Nc3ncc(C)s3)o2)cc1	i	i
Cc1cc(C)nc(N/N=C/c2ccccc2OCc2cccc(Br)c2)n1	i	i
COc1ccc(OC)c(C2C(C(=O)c3cc4ccccc4o3)=C(O)C(=O)N2c2cc(C)on2)c1 (stereo not given)	i	i
CC(=O)N1c2c(ccc3ccccc23)C(C)CC12CCCCC2 (stereo not given)	i	i
Cc1cc(Br)c(NC(=O)COC(=O)CSc2nnc(-c3ccc(Cl)cc3)o2)c(Br)c1	i	i
C=CCOc1ccc(CNCc2cccnc2)cc1OCC	i	i
COc1cccc(-c2cc(C(=O)NCC3CCCO3)on2)c1 (stereo not given)	i	i
CC1(C)CC(=O)C2=C(C1)Nc1ncnn1C2c1cccs1 (stereo not given)	i	i
C/C(=N\NC(=O)Cc1ccccc1)c1ccc(Cl)s1	i	i
Cc1cc(C)cc(NC(=O)Cn2nnc(C(=O)NCc3ccccc3Cl)c2N)c1	i	i
NC(=O)CC(NC(=O)c1ccccc1)c1ccc(NCCOc2ccccc2)c([N+](=O)[O-])c1 (stereo not given)	i	i
O=C(COC(=O)c1n[nH]c2ccccc12)c1ccc(F)c(F)c1	i	i
CCc1ccc(NC(=O)NCc2cccnc2)cc1	i	i
Cc1ccc(C(=O)OCC(=O)Nc2ccc3c(c2)OCO3)o1	i	i
N#Cc1nc(/C=C/c2ccccc2)oc1NCCCN1CCOCC1	i	i
NS(=O)(=O)c1ccc(CNc2nc(-c3cccnc3)nc3ccccc23)cc1	i	i
COc1cc(NS(=O)(=O)c2ccc(NC(=O)c3ccc(C)o3)cc2)nc(OC)n1	i	i
CC1(C)CN(c2ccc(Br)cc2Br)C1=O	i	i
COc1ccc(/C=C2/SC(c3ccc(C)cc3)=NC2=O)cc1OC	i	i
CC(=O)Oc1ccccc1C(=O)Nc1ccccc1C(=O)N1CCCCC1	i	i
Cc1cc(C)cc(NC(=O)C(c2ccccc2)N2CCCC2)c1 (stereo not given)	i	i
CC(C)c1ccc(NC(=O)c2ccc3snnc3c2)cc1	i	i
CC(=O)N1CCc2c(sc(NC(=O)CN3C(=O)c4ccccc4C3=O)c2C(N)=O)C1	i	i
CC12CCC(C(=O)O)(C/C1=N\O)C2(C)C (stereo not given)	i	i
COc1ccc2nc(NC(=O)C3COc4ccccc4O3)sc2c1 (stereo not given)	i	i
COC(=O)c1sc(S(=O)(=O)Nc2ccc(C)cc2)c(C(=O)OC)c1C	i	i
CC1(C)Cc2nc3sc4c(N(CCO)CCO)nnnc4c3cc2CO1	i	i
COc1cc(C(=O)N(C)C2CCCN(Cc3ccccc3F)C2)cc(OC)c1OC (stereo not given)	i	i
COc1ccc(-c2ccc(N(C)C)cc2)cc1[C@H]1[C@@H]2C=CCC[C@@]2(C)C(=O)N1Cc1ccccc1	i	i
Cc1ccc(N2C(=O)C3C4C=CC(CNC(=S)N5CCN(c6cccc(C)c6)C(C)C5)(O4)C3C2=O)cc1 (stereo not given)	i	i
COc1ccc(NS(=O)(=O)c2cc(NC(=O)CNC(=O)c3cccc(OC)c3)ccc2C)cc1	i	i
Cc1c(O)ccc2c(CN3CCN(C/C=C/c4ccccc4)CC3)cc(=O)oc12	i	i
Oc1ccc2ccccc2c1CNc1ccc(Br)cc1	i	i
COC(=O)CN1C(=O)C(C)=C(c2ccc(C)cc2)S1(=O)=O	i	i
CCC(=O)N1CCc2cc(S(=O)(=O)CCC(=O)Nc3ccc(CC)cc3)ccc21	i	i
Cc1ccc(C(=O)NC(=S)Nn2cnnc2)cc1	i	i
CCCNC(=O)NC(=O)CSc1nc2ccccc2c(=O)n1Cc1ccncc1	i	i
CCN1CCN(C(=O)C(=O)c2c(C)[nH]c3ccccc23)CC1	i	i
CC(=O)Nc1ccc(NC(=O)C(C)OC(=O)CCCN2C(=O)c3cccc4cccc(c34)C2=O)cc1 (stereo not given)	i	i
O=C(NNC(=O)c1cnccc1C(F)(F)F)c1ccc(Cl)cc1	i	i

Entries shown so far containing an NH in an aromatic ring (4):
SMILES	CHT block	CHT allo act
O=C(N/N=C/c1cccs1)c1cc(-c2cccc3ccccc23)n[nH]1	i	i
COc1cc(=O)[nH]c(=O)n1CC(=O)c1ccccc1	i	i
O=C(COC(=O)c1n[nH]c2ccccc12)c1ccc(F)c(F)c1	i	i
CCN1CCN(C(=O)C(=O)c2c(C)[nH]c3ccccc23)CC1	i	i

The listing picks up with the 5 entries that preceded the break.
SMILES	CHT block	CHT allo act
Cc1ccc(C(=O)NC(=S)Nn2cnnc2)cc1	i	i
CCCNC(=O)NC(=O)CSc1nc2ccccc2c(=O)n1Cc1ccncc1	i	i
CCN1CCN(C(=O)C(=O)c2c(C)[nH]c3ccccc23)CC1	i	i
CC(=O)Nc1ccc(NC(=O)C(C)OC(=O)CCCN2C(=O)c3cccc4cccc(c34)C2=O)cc1 (stereo not given)	i	i
O=C(NNC(=O)c1cnccc1C(F)(F)F)c1ccc(Cl)cc1	i	i
COc1cccc(OCC(O)CN2CCN(C(c3ccccc3)c3ccccc3)CC2)c1 (stereo not given)	i	i
CCOC(=O)c1c(NC(=O)c2ccc(Cl)s2)sc(C)c1C	i	i
COc1ccccc1OCCn1cc(C(=O)c2ccco2)c2ccccc21	i	i
O=C(CN1CCN(S(=O)(=O)c2ccc(Cl)cc2)CC1)NC1CCCC1	i	i
CC(C)c1ccc(NC(=O)COc2ccccc2)cc1	i	i
Cc1ccc(C(=O)N2CCCC(Nc3ccc(F)cc3)C2)cc1C (stereo not given)	i	i
CCOC(=O)N1CCC(NC(=O)CSCc2nc(-c3ccc(OC)cc3)oc2C)CC1	i	i
CCCCn1c(N)c(N(CC(C)C)C(=O)CCCn2c(=O)oc3ccccc32)c(=O)[nH]c1=O	i	i
CCOC(=O)CSc1ccc(S(=O)(=O)N2CCC(C)CC2)cc1[N+](=O)[O-]	i	i
CNC(=O)/C(C#N)=C\c1cc(C)n(-c2ccc(N3CCOCC3)cc2)c1C	i	i
CN(C(=O)COc1ccccc1)c1nc(-c2ccc(F)cc2)cs1	i	i
CCCCNC(=O)c1onc(CSc2ccc(OC)cc2)c1C(=O)O	i	i
Cc1c(Cl)cccc1NC(=S)N1CCCCCC1	i	i
CCOC(=O)C1CCN(C(=O)c2ccc3c(c2)NC(=O)/C(=C\c2ccc(C)cc2)S3)CC1	i	i
CCOC(=O)c1cc(C#N)c(Nc2ccccc2OC)nc1C(F)(F)F	i	i
CCOC(=O)c1cccc(NC(=S)N2CCN(c3ncc4c(=O)c(C(=O)O)cn(CC)c4n3)CC2)c1	i	i
COc1ccc(C(=O)NC(=O)NC2(C(Cl)(Cl)Cl)OCCO2)cc1	i	i
O=C1NC(=O)C2(CCc3ccccc32)N1 (stereo not given)	i	i
CCC(NC(=O)Nc1ccc(O)cc1)(C(F)(F)F)C(F)(F)F	i	i
CCOC(=O)c1oc2ccc(/C=N/O)c(Cl)c2c1C	i	i
CCS(=O)(=O)N1CCC(c2nc(-c3ccc(C)cc3)no2)CC1	i	i
O=C(Nc1ccc2ncccc2c1)Nc1ccc2ncccc2c1	i	i
CCOc1ccc(C(C)(C)C)cc1S(=O)(=O)N1CCOCC1	i	i
CC(=O)c1ccc(NC(=O)/C(=C\c2cccs2)NC(=O)c2ccco2)cc1	i	i
Cc1ccc(-c2nc3c(cnn3-c3ccccc3)c(=O)o2)cc1	i	i
CCOC(=O)c1cc(-c2ccccc2)sc1NC(=O)C(C)OC(=O)c1ccncc1 (stereo not given)	i	i
Cc1occc1-c1nnc(SCCNCCO)o1	i	i
CN1C(=O)CC(N2CCC(c3nc4ccccc4s3)CC2)C1=O (stereo not given)	i	i
CCS(=O)(=O)N1CCN=C1SC(C)c1ccccc1 (stereo not given)	i	i
CCOc1ccc(N(CC(=O)NCCc2ccccc2)C(=O)CCC(=O)Nc2nccs2)cc1	i	i
CCCCNC(=O)Nc1ccccc1CC	i	i
CC(C)CNC(=O)CSc1nnc(CN2CCCCCC2=O)n1-c1ccccn1	i	i
CN(C)c1nc(OCC(=O)NC(C)(C)C)nc(N(C)C)n1	i	i
CCOC(=O)N1CCN(C(=O)CN(Cc2ccc(Cl)cc2)S(C)(=O)=O)CC1	i	i
CCn1c(SCc2nc3ccccc3c(=O)[nH]2)nc2ccccc2c1=O	i	i
CC(C)(C#CCN1CCCC1)OCCC#N	i	i
CC(C)COc1ccccc1C(=O)NC(CO)C(=O)O (stereo not given)	i	i
CCN1CCN(C(=O)c2ccc(CS(=O)(=O)Cc3ccccc3C)o2)CC1	i	i
